# Screens deposited in PubChem by Broad Institute.
# Tcruzi prolif = T. cruzi proliferation inhibition. inhibition, % at 8.34 µM. 77,000 compounds, 5.9% hits. T. cruzi beta-gal in NIH3T3, GalScreen luminescence, 90 h;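 active = mean inhibition above about 93%, with at least 55% of replicates each passing it, limit read from the data, passing the limit was not always enough; inconclusive = only one of those two conditions holds; inactive = neither condition holds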
# KDM4C inh = inhibitors of human demethylase GASC-1 KDM4C | GST-KDM4C 2-372, H3K9me3 peptide, LANCE TR-FRET | inhibition, % at 12.5 µM | 96,000 compounds, 0.15% hits | AID 720574;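 active = mean replicate inhibition above about 25%, with at least 55% of replicates also reaching it, limit read from the data, passing the limit was not always enough; inconclusive = only one of those two conditions met; inactive = neither condition met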
# Target sequence (Q9H3R0 2-372 limits assumed): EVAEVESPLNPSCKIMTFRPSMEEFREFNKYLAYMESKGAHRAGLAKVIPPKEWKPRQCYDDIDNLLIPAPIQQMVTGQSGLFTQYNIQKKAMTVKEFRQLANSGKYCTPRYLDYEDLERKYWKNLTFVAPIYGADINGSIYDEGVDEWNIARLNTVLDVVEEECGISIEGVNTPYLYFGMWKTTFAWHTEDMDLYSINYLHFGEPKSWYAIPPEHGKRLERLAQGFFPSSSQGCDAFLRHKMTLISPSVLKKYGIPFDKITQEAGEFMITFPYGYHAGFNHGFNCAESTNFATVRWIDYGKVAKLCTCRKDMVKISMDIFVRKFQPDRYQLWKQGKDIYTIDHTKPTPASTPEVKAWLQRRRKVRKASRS
#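 Material: N-terminal GST-fused human GASC-1 (KDM4C) fragment, residues 2-372. Input: 10 nM enzyme. Incubation: enzyme reaction 30 min, then detection 60 min, both room temperature. Doses: one test concentration per compound. Read-out basis: inhibition from TR-FRET ratio decrease. Detection: LANCE TR-FRET, excitation 340 nm, emissions 618 and 671 nm.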
# C diff HTS = blocks growth of Clostridium difficile. AID 1259249. growth activity, negative = inhibition, % at 16 µg/mL (by protocol). 86,000 compounds, 0.25% hits. Clostridium difficile clinical isolate growth, OD600, 24 h; active compounds read low;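 active = mean growth activity at or below -80% and every replicate also at or below -80%; inconclusive = mean at or below -80% but some replicate above -80%; inactive = mean growth activity above -80%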;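 note: 0% = DMSO wells and -100% = levofloxacin 16 µg/mL wells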
# Pf Dd2 inh = inhibitors of Plasmodium falciparum Dd2 growth | 94,000 compounds, 2.3% hits | activity change, % at 10 µM | P. falciparum Dd2 growth, SYBR Green, 72 h; active compounds read low; in the data active = activity change below about -80%; inconclusive = no clear call, values can overlap the other calls
# * marks the source's active call; other numbers are inactive results; ? = inconclusive; / = not tested or not shown; & = joins results of further samples. Rows were taken by chance (roughly 7.2% active in at least one column).
mol | Tcruzi prolif | KDM4C inh | Pf Dd2 inh | C diff HTS
Cc1ccc(S(=O)(=O)NCC[C@@H]2CC[C@@H](NC(=O)NC(C)C)[C@@H](CO)O2)cc1 | -51 | 0.2 | 9 | -1
Cc1ccc(S(=O)(=O)Nc2ccc3c(c2)CC(=O)N([C@@H](C)CO)C[C@H](C)[C@H](CN(C)C(=O)Nc2ccc4c(c2)OCO4)O3)cc1 | 22 | -0.2 | 26 | 7
CCS(=O)(=O)N1[C@@H](CO)[C@@H](c2ccccc2)C12CN(C(=O)C1CC1)C2 | / | 0.8 | -17 | -9
CN(C)C(=O)c1ccc(-c2ccc([C@H]3[C@@H](CO)N4CCCCN(Cc5cccnc5)C[C@H]34)cc2)cc1 | ? | -0.4 | -7 | 8
CC(=O)N1[C@@H]2Cn3c(ccc(-c4cccnc4)c3=O)[C@H]1[C@@H](C(=O)NC1Cc3ccccc3C1)[C@@H]2CO | 74 | 0.5 | 13 | 2
COc1ccc(S(=O)(=O)N(C)C[C@@H]2OCCCC[C@H](C)Oc3ccc(NS(=O)(=O)c4ccc(Cl)cc4)cc3C(=O)N([C@H](C)CO)C[C@@H]2C)cc1 | / | -0.9 | -89* | 0
O=C(C[C@@H]1C[C@H]2c3cc(NC(=O)C4CCC4)ccc3O[C@H]2[C@H](CO)O1)NCc1ccc(-c2ccccc2)cc1 | 17 | -2.7 | -7 | -3
C[C@H](NC(=O)C[C@H]1CC[C@H]2[C@@H](COC[C@@H](O)CN2C)O1)c1ccccc1 | -39 | 0.8 | 17 | -2&-2
COc1ccc(S(=O)(=O)N(C)C[C@@H]2Oc3ccc(NC(=O)Cn4cnnn4)cc3C(=O)N([C@@H](C)CO)C[C@@H]2C)cc1 | 49 | 0.0 | -36 | -3
Cc1noc(C)c1S(=O)(=O)Nc1ccc2c(c1)CC(=O)N([C@H](C)CO)C[C@H](C)[C@H](CN(C)Cc1ccccc1)O2 | 33 | 0.2 | -10 | -2
O=C(c1cccc(F)c1)N1CCCCN2[C@H](CO)[C@@H](c3ccc(-c4ccncc4)cc3)[C@H]2C1 | 67 | 1.0 | 17 | -4
Cc1ccccc1S(=O)(=O)N1CC[C@@H]2[C@@H](CO)Nc3ccc(-c4cccc(C#N)c4)cc3[C@@H]21 | 33 | -2.5 | -62 | -6
COc1ccc(S(=O)(=O)Nc2ccc3c(c2)C(=O)N([C@H](C)CO)C[C@@H](C)[C@@H](CN(C)Cc2ccc(-c4ccccc4)cc2)O3)cc1 | 64 | 0.0 | -6 | 19
Cc1ccc(S(=O)(=O)Nc2ccc3c(c2)C(=O)N([C@@H](C)CO)C[C@H](C)[C@@H](CN(C)C(=O)c2ccncc2)OCCCC[C@@H](C)O3)cc1 | 37 | 1.3 | -65 | -7
COc1ccc(S(=O)(=O)Nc2cccc3c2O[C@H](CN(C)C)[C@@H](C)CN([C@H](C)CO)C3=O)cc1 | 7 | 0.3 | 2 | -2

# The final five entries of the part above come first, to join the parts:
mol | Tcruzi prolif | KDM4C inh | Pf Dd2 inh | C diff HTS
O=C(c1cccc(F)c1)N1CCCCN2[C@H](CO)[C@@H](c3ccc(-c4ccncc4)cc3)[C@H]2C1 | 67 | 1.0 | 17 | -4
Cc1ccccc1S(=O)(=O)N1CC[C@@H]2[C@@H](CO)Nc3ccc(-c4cccc(C#N)c4)cc3[C@@H]21 | 33 | -2.5 | -62 | -6
COc1ccc(S(=O)(=O)Nc2ccc3c(c2)C(=O)N([C@H](C)CO)C[C@@H](C)[C@@H](CN(C)Cc2ccc(-c4ccccc4)cc2)O3)cc1 | 64 | 0.0 | -6 | 19
Cc1ccc(S(=O)(=O)Nc2ccc3c(c2)C(=O)N([C@@H](C)CO)C[C@H](C)[C@@H](CN(C)C(=O)c2ccncc2)OCCCC[C@@H](C)O3)cc1 | 37 | 1.3 | -65 | -7
COc1ccc(S(=O)(=O)Nc2cccc3c2O[C@H](CN(C)C)[C@@H](C)CN([C@H](C)CO)C3=O)cc1 | 7 | 0.3 | 2 | -2
Cc1ccc(S(=O)(=O)N(C)C[C@H]2Oc3ccc(NC(=O)NC4CCCCC4)cc3C(=O)N([C@@H](C)CO)C[C@H]2C)cc1 | 30 | 0.3 | 2 | -10
O=C(N[C@@H]1CC[C@H](CCn2cc(C3(O)CCCC3)nn2)O[C@H]1CO)C1CCOCC1 | 33 | -0.2 | -13 | /
CC(C)C#Cc1ccc2c(c1)O[C@@H](CN(C)S(=O)(=O)c1cn(C)cn1)[C@H](C)CN([C@@H](C)CO)S2(=O)=O | / | -0.8 | -24 | 0
O=C(C[C@H]1C=C[C@@H](NC(=O)C2CCOCC2)[C@@H](CO)O1)NCc1ccccc1Cl | / | -0.9 | -11 | 0
C[C@H](CO)N1C[C@H](C)[C@@H](CN(C)S(=O)(=O)c2ccc(F)cc2)OCCCC[C@H](C)Oc2ccc(NC(=O)Cc3ccccc3)cc2C1=O | -9 | 0.5 | -65 | 3
C[C@H](CO)N1C[C@H](C)[C@H](CN(C)C(=O)NC2CCCCC2)OCCCC[C@H](C)Oc2ccc(NC(=O)c3ccccc3)cc2C1=O | 73 | -0.4 | -37 | -9
C[C@H]1CN([C@@H](C)CO)C(=O)c2cc(NC(=O)CCN3CCOCC3)ccc2O[C@@H]1CN(C)C(=O)Nc1ccc(F)cc1 | -15 | 0.2 | -4 | 3
O=C(Nc1ccccc1Cl)N1C[C@H]2[C@@H](c3ccccc31)[C@H](CO)N2Cc1ccccc1 | 100* | -2.1 | -9 | 9
COc1ccc(S(=O)(=O)N(C)C[C@H]2OCCCC[C@@H](C)Oc3ccc(NS(=O)(=O)c4cccs4)cc3C(=O)N([C@H](C)CO)C[C@@H]2C)cc1 | 22 | -1.7 | 12 | -14
C[C@H]1CN([C@@H](C)CO)C(=O)c2c(c3ccccc3n2C)-c2ccccc2CO[C@@H]1CN(C)Cc1ccc(F)cc1 | / | -2.6 | -83* | 26
C[C@H](NC(=O)C[C@H]1CC[C@@H]2[C@H](COC[C@@H](O)CN2Cc2cc(F)ccc2F)O1)c1ccccc1 | 81 | -0.8 | 0 | -6&-6
C[C@H](CO)N1C[C@H](C)[C@H](CN(C)S(=O)(=O)c2cn(C)cn2)OCCCC[C@H](C)Oc2ccc(NS(=O)(=O)c3cn(C)cn3)cc2C1=O | -53 | -0.8 | 25 | -3
C[C@@H]1CN([C@@H](C)CO)C(=O)c2cc(/C=C/c3ccccc3)cnc2O[C@H]1CN(C)C(=O)Nc1ccc(C(F)(F)F)cc1 | / | -2.6 | -28 | -3
COc1ccc(NC(=O)N[C@H]2CC[C@@H](CCn3cc(-c4ccc(F)cc4)nn3)O[C@@H]2CO)cc1 | / | 1.7 | -14 | 0
Cn1cnc(S(=O)(=O)N[C@@H]2CC[C@@H](CC(=O)NCC3CC3)O[C@@H]2CO)c1 | / | 4.3 | 6 | -2

# Printed as active in Pf Dd2 inh (from the list above):
mol	KDM4C inh	Pf Dd2 inh	C diff HTS
COc1ccc(S(=O)(=O)N(C)C[C@@H]2OCCCC[C@H](C)Oc3ccc(NS(=O)(=O)c4ccc(Cl)cc4)cc3C(=O)N([C@H](C)CO)C[C@@H]2C)cc1	-0.9	-89*	0
C[C@H]1CN([C@@H](C)CO)C(=O)c2c(c3ccccc3n2C)-c2ccccc2CO[C@@H]1CN(C)Cc1ccc(F)cc1	-2.6	-83*	26

# Later entries.
mol | Tcruzi prolif | KDM4C inh | Pf Dd2 inh | C diff HTS
CCCNC(=O)N1C[C@H](O)COC[C@H]2O[C@H](CC(=O)N3CCCCC3)CC[C@@H]21 | 11 | -0.3 | 0 | /
C[C@H]1CCCCO[C@H](CN(C)C(=O)CCC(F)(F)F)[C@@H](C)CN([C@@H](C)CO)C(=O)c2cc(NC(=O)C3CCCCC3)ccc2O1 | 47 | 1.9 | -25 | -8
C[C@@H]1CN([C@@H](C)CO)C(=O)c2cc(Br)cnc2O[C@H]1CN(C)Cc1ccncc1 | 2 | 0.9 | 52 | 1
CCCC(=O)N1CC2(C1)CN(S(C)(=O)=O)[C@H](CO)c1c2c2ccc(OC)cc2n1C | / | -0.2 | 19 | 3
C[C@@H]1CN([C@@H](C)CO)C(=O)c2cc(NC(=O)CCC(F)(F)F)ccc2O[C@@H]1CN(C)Cc1ccc(C(F)(F)F)cc1 | / | 0.8 | 6 | 58&52
COCC(=O)N1CC(=O)N2[C@H](CO)[C@@H](c3ccc(C#CC4CCCC4)cc3)[C@H]2C1 | / | 1.9 | -22 | -9
C[C@H](CO)N1C[C@H](C)[C@H](CN(C)C(=O)Nc2cccc3ccccc23)OCCCC[C@H](C)Oc2ccc(NC(=O)NC3CCCCC3)cc2C1=O | / | -0.5 | -47 | -8
CC(=O)N(C)C[C@H]1OCc2ccccc2-c2c(n(C)c3ccccc23)C(=O)N([C@@H](C)CO)C[C@@H]1C | -37 | 0.8 | 47 | /
O=C(Nc1ccccc1)N[C@H]1CC[C@@H](CCn2cc(-c3ccccc3F)nn2)O[C@@H]1CO | / | 1.3 | -4 | -3
CO[C@H](CN(C)S(=O)(=O)c1cn(C)cn1)[C@@H](C)CN(C(=O)Nc1ccc(C(F)(F)F)cc1)[C@H](C)CO | 39 | / | 6 | /
Cc1noc(C)c1NC(=O)Nc1cccc2c1O[C@@H](CN(C)C(=O)Nc1cccc3ccccc13)[C@@H](C)CN([C@@H](C)CO)C2=O | -32 | 2.4 | -6 | 2
C[C@H]1CN([C@@H](C)CO)C(=O)c2cc(NC(=O)CCCN(C)C)ccc2O[C@@H]1CN(C)C(=O)NC1CCCCC1 | 9 | 0.5 | -7 | 0
N#C[C@@H]1[C@H](c2ccc(C3=CCCC3)cc2)[C@@H](CO)N1C(=O)c1cccc(F)c1 | 42 | -2.1 | 21 | 2
COCC(=O)NC[C@H]1N[C@H](CO)[C@@H]1c1ccc(C2=CCCCC2)cc1 | 98* | 2.7 | 7 | -4
C[C@@H]1CN([C@@H](C)CO)C(=O)Cc2cc(NS(=O)(=O)c3cccs3)ccc2O[C@H]1CN(C)Cc1ccncc1 | -3 | -0.8 | -33 | -5
COc1cccc(-c2ccc([C@@H]3[C@@H](C#N)N(C(=O)c4ccccn4)[C@@H]3CO)cc2)c1 | 89 | -1.4 | -34 | 7
CC(C)NC(=O)Nc1ccc2c(c1)C(=O)N([C@H](C)CO)C[C@@H](C)[C@H](CN(C)C(=O)NC1CCCCC1)O2 | -6 | 1.2 | 23 | 3
CCCC#Cc1ccc2c(c1)O[C@@H](CN(C)C(=O)Nc1ccc(OC)cc1)[C@@H](C)CN([C@H](C)CO)S2(=O)=O | 104* | -0.6 | -68 | -1
COc1ccc2c3c(n(C)c2c1)[C@@H](CO)N(C(C)=O)CC31CN(Cc2ccc(Cl)cc2)C1 | / | 0.6 | -49 | -1
C[C@@H]1CN([C@@H](C)CO)C(=O)c2cccc(NC(=O)c3ccc(-c4nccs4)cc3)c2O[C@@H]1CN(C)S(C)(=O)=O | -23 | -0.4 | -21 | -1
COC(=O)C[C@@H]1C[C@H]2c3cc(NC(=O)NC4CCCCC4)ccc3O[C@H]2[C@H](CO)O1 | -3 | 5.2 | 14 | /
CNC(=O)C[C@H]1CC[C@@H]2[C@H](COc3ccc(NC(=O)c4ccc(C(F)(F)F)cc4)cc3C(=O)N2C)O1 | -2 | 2.0 | -1 | -2
C[C@@H]1CN([C@@H](C)CO)C(=O)Cc2cc(NC(=O)C3CC3)ccc2O[C@H]1CN(C)C(=O)Nc1ccc2c(c1)OCO2 | -53 | 2.0 | 2 | -1
CCCC(=O)N1CCC2(CC1)CN(C(=O)Nc1c(C)noc1C)[C@@H](CO)c1c2c2ccc(OC)cc2n1C | / | 0.5 | -23 | -1
COc1ccc2c3c(n(C)c2c1)[C@H](CO)N(C(=O)Nc1ccc(F)cc1)CC31CN(Cc2ccccn2)C1 | / | 0.5 | -59 | 11
O=C(C1CCOCC1)N1[C@H](CO)[C@@H](c2ccccc2)C12CN(CCC(F)(F)F)C2 | / | -2.3 | 10 | 9
C[C@H](CO)N1C[C@H](C)[C@H](CN(C)Cc2ccccc2)OCCCC[C@H](C)Oc2ccc(NC(=O)Cc3ccccc3)cc2C1=O | / | -0.3 | -15 | 7
COCC(=O)N(C)C[C@H]1Oc2cc(-c3ccccc3F)ccc2S(=O)(=O)N([C@@H](C)CO)C[C@H]1C | / | 2.0 | 4 | -5
CNC[C@H]1Oc2ccc(NS(=O)(=O)c3cccs3)cc2CC(=O)N([C@@H](C)CO)C[C@H]1C | 33 | 0.8 | 4 | 5
C[C@H](CO)N1C[C@H](C)[C@@H](CN(C)CC2CCCC2)Oc2cc(C3=CCCC3)ccc2S1(=O)=O | 103* | -5.7 | -59 | 8
C[C@H](CO)N1C[C@H](C)[C@H](CN(C)Cc2ccncc2)Oc2ncc(C#Cc3cccnc3)cc2C1=O | 46 | / | -32 | 3
C[C@@H]1CN([C@@H](C)CO)C(=O)c2cc(NS(=O)(=O)c3ccc(Cl)cc3)ccc2O[C@H]1CN(C)CC1CC1 | ? | 6.1 | -4 | 4
CC(C)C#Cc1cnc2c(c1)C(=O)N([C@@H](C)CO)C[C@H](C)[C@@H](CN(C)C(=O)Nc1ccc(F)cc1)O2 | -13 | -0.6 | -44 | -3
